Screens: PubChem BioAssay, several laboratories
H69AR growth 86K: proliferation blockers of H69AR lung cancer cells, primary screen, cell-based, human, 86K library | H69AR lung tumor viability, ATP luminescence, 72 h; active compounds read low | viability, % at 10 µM | hit rate 6% among 85,000;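 active = viability at or below 40%; inactive = viability above 40%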;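 also: multidrug resistant small cell line overexpressing MRP-1 efflux transporter; 100% = mean luminescence of untreated control wells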
ERb SRC1 inh: inhibitors of ERβ-SRC1 coactivator interaction, primary screen, biochemical, TR-FRET, ERβ LBD, SRC-1 peptide. Estrogen receptor beta (Homo sapiens), Q92731. TR-FRET ER-beta LBD / SRC1-Cy5 peptide binding; receptor agonist-loaded with 1 µM estradiol. inhibition, % at 25.6 µM. hit rate 1.3% among 86,000;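 active = compounds whose percent inhibition of the receptor-coactivator binding signal exceeds about 50% in the single-dose screen, limit read from the data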;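 also: 0% = receptor plus peptide wells without compound and 100% = peptide-only wells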
Smad3 inh: Smad3/FoxH1 peptide binding inhibitors, primary screen, biochemical, TR-FRET; Mothers against decapentaplegic homolog 3 (Homo sapiens), P84022; TR-FRET Smad3/Dy647-FoxH1 peptide binding, europium anti-His; inhibition, % at 25 µM; hit rate 0.29% among 88,000;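 active = compounds that reduce the energy-transfer binding signal between the protein and its labelled peptide by more than half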;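 also: 0% = Smad3 plus labelled peptide maximal FRET and 100% = peptide-only background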
HUVEC inhibit: inhibitors of HUVEC proliferation, primary screen, cell-based, 384-well; CellTiter-Glo luminescence, 72 h; active compounds read low; viability, % at 10 µM (by protocol); hit rate 1.1% among 86,000;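 active = viability at or below 30%; inactive = viability above 30%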;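 also: 100% = median luminescence of DMSO-only cell control wells on each plate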
ERa SRC1 inh: ERα–SRC-1 coactivator interaction inhibitors, primary screen, biochemical, TR-FRET, ERα LBD, estradiol-bound; Estrogen receptor (Homo sapiens), P03372; inhibition, % at 25.6 µM; AID 629, 2007; hit rate 1.7% among 86,000; TR-FRET ER-alpha LBD / SRC-1 peptide; in the data active = inhibition above about 50%;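 also: 0% = receptor plus peptide control and 100% = peptide only without receptor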
Lung fibro prol: antiproliferative effect on LL 47 fibroblasts – human, LL 47 cells, CellTiter-Glo luminescence, primary screen. viability, % at 10 µM. LL 47 human lung fibroblast viability, ATP luminescence; active compounds read low. hit rate 1.1% among 85,000. AID 719, 2007;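 active = viability at or below 50% in the single dose screen; inactive = viability above 50%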;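 also: compound exposure lasted 72 h before the ATP readout; 100% = median luminescence of untreated cell-only wells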
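Benchmarks: Cell-only wells, no compound | Test system: LL 47 human lung fibroblasts, passage 12 or lower | Input: 1,150 cells/well | Measured by: CellTiter-Glo luminescence measuring cellular ATP | Medium: IMEM, 15% FBS supplement | Schedule: Overnight attachment after seeding, then 72 h compound exposure at 37 °C | Doses: Compound addition at 0.1% DMSO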
ERa coact pot: enhancers of ERα–SRC-1 coactivator binding, primary screen, biochemical, TR-FRET, ERα LBD, low estradiol; hit rate 1.3% among 86,000; coactivator binding (% of control), % at 25.6 µM; AID 639, 2007; Estrogen receptor (Homo sapiens), P03372; TR-FRET ERalpha-LBD/SRC-Cy5 coactivator binding, 2 h; 100 = basal binding, no effect; in the data active = activity above about 200%;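 also: binding measured in presence of low estradiol as agonist stimulus; 0% = peptide alone without receptor and 100% = receptor with peptide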
Mac1 fbg enh: enhancers of CD11b/CD18 adhesion to fibrinogen, primary screen, K562 cells, luminescence. ATPlite luminescence. activation, % at 10 µM. hit rate 0.07% among 93,000. AID 1499, 2009;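 active = 10 µM primary screen giving 50% or more activity, confirmed by 40% or more on retest at that dose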; also: strong numbers were not always called active
Target sequence (P05107 whole entry, looked up, other chains not shown): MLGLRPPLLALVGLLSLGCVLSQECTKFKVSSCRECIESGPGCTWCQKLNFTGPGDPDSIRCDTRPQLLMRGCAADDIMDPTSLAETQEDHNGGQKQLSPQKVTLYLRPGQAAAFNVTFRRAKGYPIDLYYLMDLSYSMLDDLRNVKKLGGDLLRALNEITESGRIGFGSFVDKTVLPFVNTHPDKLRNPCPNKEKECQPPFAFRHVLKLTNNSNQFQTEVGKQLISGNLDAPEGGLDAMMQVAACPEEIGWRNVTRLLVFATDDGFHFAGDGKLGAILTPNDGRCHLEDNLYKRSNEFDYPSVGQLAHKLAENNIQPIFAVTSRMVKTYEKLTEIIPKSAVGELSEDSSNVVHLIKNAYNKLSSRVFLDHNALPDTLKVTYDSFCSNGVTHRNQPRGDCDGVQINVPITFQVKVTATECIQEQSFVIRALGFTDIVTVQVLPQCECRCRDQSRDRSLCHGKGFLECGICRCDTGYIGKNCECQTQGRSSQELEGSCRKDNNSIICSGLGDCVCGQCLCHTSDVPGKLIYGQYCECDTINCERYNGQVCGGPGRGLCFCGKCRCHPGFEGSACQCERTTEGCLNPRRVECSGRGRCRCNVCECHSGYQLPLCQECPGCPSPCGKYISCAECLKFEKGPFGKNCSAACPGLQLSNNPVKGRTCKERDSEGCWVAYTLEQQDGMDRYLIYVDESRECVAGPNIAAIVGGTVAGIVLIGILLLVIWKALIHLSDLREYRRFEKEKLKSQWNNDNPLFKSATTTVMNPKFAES
MT1-MMP txn act: MT1-MMP promoter reporter activation – cell-based, luciferase luminescence, primary screen | HT1080 MT1-MMP promoter luciferase reporter, overnight; active compounds read high | activation factor at 10 µM | hit rate 0.16% among 86,000 | AID 750, 2007;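 active = activation factor of at least 2 for MT1-MMP transcription at 10 µM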
* = called active by the depositor; nt = no result given; [ ] = another dose, or the depositor's remark. The list is partial (hit frequency here may not be typical).

entry	Compound	H69AR growth 86K	ERb SRC1 inh	Smad3 inh	HUVEC inhibit	ERa SRC1 inh	Lung fibro prol	ERa coact pot	Mac1 fbg enh	MT1-MMP txn act
1	Cc1cccc(-n2c(SCc3cc(=O)n4ccsc4n3)nc3ccccc32)c1	82	22[fluorescence artefact?]	20	75	60*	91	53	nt	1.1
2	Cc1c(C(=O)NCC2COc3ccccc3O2)oc2ccc(S(=O)(=O)N3CCOCC3)cc12 (centres undefined)	53	12[fluorescence artefact?]	5	67	10	98	125	-2	1.1
3	COc1ccc(C(=O)Nc2cccc(-c3nnc(-c4ccco4)o3)c2)cc1	24*	4	-4	47	-5	62	103	3	1.2
4	NC(=O)c1ccc(N2CCCCC2)c(N2C(=O)C3CC=CCC3C2=O)c1 (centres undefined)	92	19	-1	100	0	96	113	nt	1
5	Clc1cccc2sc(N3CCN(c4ccccc4)CC3)nc12	91	-33	9	99	-19	96	100	-2	1.6
6	NC(=O)C1CCN(C(=O)CN(c2cccc(C(F)(F)F)c2)S(=O)(=O)c2ccccc2)CC1	88	-11	1	93	-10	95	102	-1	1.1
7	CC(C)C[C@H](NC(=O)OC(C)(C)C)C(=O)N/N=C/C1=Cc2ccccc2OC1C (some centres undefined)	89	-12	-6	74	-4	94	86	-4	1.1
8	CS(=O)(=O)c1cccc(C(=O)NCc2ccccc2)c1	102	-2	4	89	-3	96	98[fluorescence artefact?]	2	1.2
9	CCc1ccc(-c2csc3[n+]2CCN3C(C)=O)cc1	86	-9	-1	88	0	95	87	-3	1.2
10	Cc1cccc(NC(=O)CSc2nnc(-c3ccccc3)n2N)c1	104	-8	0	99	-5	102	123	-1	1.3
11	COC(=O)CCN(C(C)=O)c1ccc(N)cc1	92	10[fluorescence artefact?]	4	102	5[fluorescence artefact?]	107	121	-2	1.1
12	CCC(=O)Oc1ccc(C(CC)C(CC)c2ccc(OC(=O)CC)cc2)cc1 (centres undefined)	71	-2	8	81	-2	94	577*	nt	1.2
13	COC(=O)c1cc(NC(=O)C2COc3ccccc3O2)cc(C(=O)OC)c1 (centres undefined)	74	-2	6	91	10	100	96	-6	1.2
14	Clc1ccc(-c2nc3cnccn3c2Nc2ccc3c(c2)OCO3)cc1	25*	2	-1	91	6	94	85[fluorescence artefact?]	6	nt
15	CC1CCc2c(sc3ncnc(SCC(=O)c4ccccc4)c23)C1 (centres undefined)	44	-4[fluorescence artefact?]	-307[fluorescence artefact?]	82	-7[fluorescence artefact?]	99	176	nt	1.5
16	O=S1(=O)CC(NCc2ccccc2)C(Nc2ccccc2)C1 (centres undefined)	87	-12	1[fluorescence artefact?]	94	-7	106	109	0	1.2
17	CCCc1cc(=O)oc2c(C)c(O)c(CN3CCCCC3)cc12	92	3	5	89	3	103	111	-2	1.2
18	Cc1cc(N)n(-c2ccc3ccccc3c2)n1	64	-7	-5	72	-6	99	103	nt	1.7
19	CCN1CCN(C(=O)CN(Cc2ccccc2)S(C)(=O)=O)CC1	98	-8	-9	100	-7	99	102	-1	1.1
20	CCN1CCN(Cc2c(O)ccc3c(=O)c(-c4ccc(OC)c(OC)c4)c(C(F)(F)F)oc23)CC1	104	-1	-3	95	-9	97	109	-1	1.1
21	Oc1c(C(c2cccs2)N2CCOCC2)sc2ncnn12 (centres undefined)	104	-6	-7	110	-5	99	104[fluorescence artefact?]	7	1.1
22	COc1cccc(NC(=O)CSc2nnc(-c3cccs3)n2C)c1	93	-3	-8	105	6	107	102	-1	0.9
23	COC(=O)c1ccc(CON2C(=O)c3ccccc3C2=O)cc1	102	4[fluorescence artefact?]	0	96	1[fluorescence artefact?]	106	116	2	1.2
24	Cc1ccc(CNC(=O)CCCn2c(=O)c3ccccc3n(CC(=O)NCc3ccco3)c2=O)cc1	85	24[fluorescence artefact?]	6	105	45[fluorescence artefact?]	104	128	nt	1.1
25	CCOC(=O)C1CCN(Cc2cn[nH]c2-c2ccc(C)cc2)CC1	107	-4	10	90	-10	104	104	-7	1.2

Single records, from the list above:
Entry for COc1ccc(C(=O)Nc2cccc(-c3nnc(-c4ccco4)o3)c2)cc1 = H69AR growth 86K: 24*; ERb SRC1 inh: 4; Smad3 inh: -4; HUVEC inhibit: 47; ERa SRC1 inh: -5; Lung fibro prol: 62; ERa coact pot: 103; Mac1 fbg enh: 3; MT1-MMP txn act: 1.2
Entry for NC(=O)c1ccc(N2CCCCC2)c(N2C(=O)C3CC=CCC3C2=O)c1 (centres undefined) = H69AR growth 86K: 92; ERb SRC1 inh: 19; Smad3 inh: -1; HUVEC inhibit: 100; ERa SRC1 inh: 0; Lung fibro prol: 96; ERa coact pot: 113; Mac1 fbg enh: nt; MT1-MMP txn act: 1

Marked active in ERa coact pot, of those listed so far:
nr	compound	ERb SRC1 inh	Smad3 inh	ERa SRC1 inh	ERa coact pot	Mac1 fbg enh	MT1-MMP txn act
12	CCC(=O)Oc1ccc(C(CC)C(CC)c2ccc(OC(=O)CC)cc2)cc1 (centres undefined)	-2	8	-2	577*	nt	1.2

New compounds follow.
entry	Compound	H69AR growth 86K	ERb SRC1 inh	Smad3 inh	HUVEC inhibit	ERa SRC1 inh	Lung fibro prol	ERa coact pot	Mac1 fbg enh	MT1-MMP txn act
26	COC(=O)C1[C@H]2C(=O)N(Cc3cccs3)C[C@]23C=C[C@H]1O3 (some centres undefined)	101	-7	4[fluorescence artefact?]	111	1[fluorescence artefact?]	98	117	0	0.9
27	Cc1cc(/C=N/NC(=O)CC2(C)OCCO2)c(C)n1-c1cc(Cl)cc(Cl)c1	72	-8[fluorescence artefact?]	4	102	-8[fluorescence artefact?]	98	96[fluorescence artefact?]	nt	1.2
28	Fc1ccccc1CSc1nncn1NCc1cccs1	94	-33[fluorescence artefact?]	4	95	-21	96	106	nt	1.2
29	O=C1CC(C2CCCO2)C(=O)N1c1cccc(Cl)c1 (centres undefined)	89	-1	-4	93	5	103	140	7	1.1
30	Cn1c(N2CCC(C(N)=O)CC2)nc2c1c(=O)n(Cc1ccc(Br)cc1)c(=O)n2C	99	-9	-2	98	7	98	98	nt	1.1
31	c1ccc(Cn2nnc3cnccc32)cc1	95	-4	1	92	-3	98	108	6	1.1
32	CCN(C(=O)COC(=O)C(Cc1ccccc1)N1C(=O)c2ccccc2C1=O)C1CCS(=O)(=O)C1 (centres undefined)	102	10	-6	101	2	93	115	1	1
33	COc1ccc2[nH]c(=O)c(CN(Cc3ccco3)Cc3nnnn3Cc3ccccc3)cc2c1	nt	-2	5	98	1	93	156	-5	1.3
34	Cc1cccc(N2CCN(C(=O)C3CCCN(S(=O)(=O)c4cnc[nH]4)C3)CC2C)c1 (centres undefined)	97	0	-8	99	-5	105	133	nt	0.9
35	CC(C)(C)c1ccc(S(=O)(=O)CC(O)CSc2nc3c(cc2C#N)CCCC3)cc1 (centres undefined)	79	-1	0	82	13	90	95	nt	1.2
36	Brc1ccc(-c2nc3ccccc3s2)s1	98	4[fluorescence artefact?]	5[fluorescence artefact?]	100	3[fluorescence artefact?]	93	134[fluorescence artefact?]	-1	1.5
37	O=S1(=O)c2cccc3cccc(c23)N1Cc1ccc(-c2nnco2)cc1	94	-12	12[fluorescence artefact?]	100	-5	98	122[fluorescence artefact?]	22	1.2
38	C[N+]1(CCCCCCC(=O)/C=N/O)CCCCCC1	99	-7	8[fluorescence artefact?]	88	4	88	104	2	1.2
39	COC(=O)c1ccc(CSc2ncnc3sc(C)c(C)c23)o1	85	6[fluorescence artefact?]	-4	74	6[fluorescence artefact?]	96	145[fluorescence artefact?]	1	1.1
40	CN(C)S(=O)(=O)c1ccc2c(c1)nc(CCC(=O)NCC1CCCCC1)n2C	80	-2	0	103	2	95	133	1	0.9
41	CC(C)(C)NC(=O)C(c1ccccn1)N(C(=O)C1CSC(=O)C1)c1ccc(F)cc1 (centres undefined)	94	-4	-6	105	1	101	106	nt	1.1
42	Cc1cccc(N2C(=O)CC(N(O)c3ccccc3)C2=O)c1 (centres undefined)	78	6	8	96	-5[fluorescence artefact?]	102	104	-2	1.2
43	CSc1ncc(C(=O)O)n1-c1ccc(F)cc1	97	-6	3	111	-8	100	112	5	1
44	CCOC(=O)C1CC=C(Cl)CC1C(=O)Nc1nccs1 (centres undefined)	89	2	1	87	1	92	118	-2	1.2
45	COc1ccc(C2=NOC(C(=O)NC3CCCCC3)C2)cc1OC (centres undefined)	91	-8	5	99	-4	101	101	3	0.9
46	O=C(O)C1C2C=CC(C2)C1C(=O)NCCc1ccncc1 (centres undefined)	100	-1	3	87	-10	99	162	-2	1.1
47	O=C(CN1C(=O)C2C3C=CC(C3)C2C1=O)N1CC(=O)N(CCc2ccccc2)C(=O)C1 (centres undefined)	86	-14	10	97	-28	106	105	-1	1.1
48	COc1cc(NC(=O)c2ccco2)c(OC)cc1NC(=O)CCC(=O)Nc1cc(C)ccc1C	79	-3	7	89	-1	102	119	-1	1.2
49	COc1ccc(-c2nc3ccccc3c(=O)n2CCCN2CCOCC2)cc1	76	3	8	97	1	100	121	2	1.2
50	Cc1ccc(-c2nnc(N3CCOCC3)c3ccccc23)cc1S(=O)(=O)NCC1CCCO1 (centres undefined)	67	1	-12	107	8	94	86	-4	1.1
51	O=C(O)CCN1C(=O)C(=C2CCCCCC2)SC1=S	90	-11	1	86	-13	102	136	-2	1.2
52	CCc1nnc(NC(=O)CSc2nnc(Cc3ccccc3)n2Cc2ccccc2)s1	78	-17[fluorescence artefact?]	1	89	-16	98	99	4	0.9
53	COc1ccc(-n2c(SCC(=O)Nc3ccc4c(c3)OCO4)nc3ccccc3c2=O)cc1	95	-1	8	85	-5[fluorescence artefact?]	99	116	1	1.1
